POLB inh: blocks human DNA polymerase beta activity; Pol beta primer extension/strand displacement, fluorescence kinetic; P06746; Potency, µM (series often up to 114 µM), inactives show at the top dose activity change, negative = inhibition, actives largely listed as inhibitors; 340,000 tested, 1.3% active; AID 485314; note: % is set by controls: 0 for no effect and ±100 for the full control effect
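Curves were derived by four-parameter Hill fits of normalized qHTS data. The kinetic fluorescent primer-extension read was taken at 0 and 10 min after 50 nM substrate, following a 15 min room-temperature preincubation of 10 nM enzyme with compounds.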
BAZ2B block: blocks human BAZ2B. Q9UIF8. AlphaScreen BAZ2B-H3K14Ac peptide displacement. Potency, µM (top dose mostly 114 µM), inactives show at the highest dose activity change, negative = inhibition, usual class: inhibitors. 360,000 tested, 4.4% active. AID 504333; note: % is set by controls: 0 for no effect and ±100 for the full control effect; nearly all actives have a fitted effect of over 60% in size
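Protein-peptide AlphaScreen: BAZ2B 50 nM, b-H3K14Ac 50 nM, 1x PBS pH 7.4 + 0.01% Tween-20. Preincubation 30 min RT; cpd 30 min RT (top 110 uM); beads 20 min RT, light-protected.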
APE1 inh: blocks human APE1 abasic DNA cleavage; recombinant APE1, TAMRA/BHQ-2 abasic DNA cleavage fluorescence; Potency, µM (doses to about 65.8 µM), for the others: at the top dose activity change, negative = inhibition, hits mostly inhibitors; 350,000 tested, 0.35% active;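 note: plate controls were vehicle for no effect and reference inhibitor for full effect; nearly all actives have a fitted effect of over 55% in size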
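Quantitative HTS: incision of a TAMRA/BHQ-2 double-stranded substrate bearing a tetrahydrofuran abasic site by 0.75 nM APE1 raises fluorescence. Substrate 50 nM final, added after 15 min compound preincubation at room temperature; progress as third-minus-first kinetic read difference.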
POLH inh: blocks human DNA polymerase eta activity | Q9Y253 | recombinant Pol eta, fluorescent DNA replication assay | 390,000 tested, 1.2% active | Potency, µM (highest dose often 114 µM), for inactives: at the highest dose activity change, negative = inhibition, actives largely listed as inhibitors; note: % is set by controls: 0 for no effect and ±100 for the full control effect
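Fluorescent replication assay: 50 nM final substrate added after a 15 min room-temperature compound preincubation with 10 nM enzyme. Signal taken at 0 min and again at 10 min.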
Pol iota inh: DNA polymerase iota (human) inhibition; Q9UNA4; Pol iota fluorescent replication assay, 10 min; Potency, µM (top dose mostly 115 µM), without a hit: at the highest dose activity, negative = inhibition, usual class: inhibitors; 390,000 tested, 1% active; AID 588590
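Fluorescent replication assay read twice, at 0 min and 10 min after adding 50 nM (final) substrate. Enzyme (10 nM) and compounds were first incubated 15 min at room temperature; enzyme-free buffer wells were negative controls.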
Apoferritin bind: candidate novel general anesthetic via apoferritin binding | P02791 | apoferritin/1-aminoanthracene competitive binding, fluorescence | Potency, µM (doses to about 77.5 µM), inactives show top-dose activity change, negative = displacement, actives largely listed as inhibitors | 350,000 tested, 0.074% active | AID 485281; note: % is set by controls: 0 for no effect and ±100 for the full control effect; nearly all actives have a fitted effect of over 20% in size
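Steps: apoferritin (10 uM) was premixed with half-saturated 1-AMA in PBS, compounds were pin-transferred, plates stood 10 min at room temperature, fluorescence was read at 380/535 nm, and curves were fitted with a Hill equation.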
POLK inh: blocks human DNA polymerase kappa activity; purified Pol kappa, fluorescent DNA synthesis assay, 10 min; Potency, µM (series often up to 107 µM), inactives show at the highest dose activity, negative = inhibition, usual class: inhibitors; 400,000 tested, 0.53% active; note: % is set by controls: 0 for no effect and ±100 for the full control effect
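Inhibition of 10 nM Pol kappa is measured by a fluorescent read-out at 0 and 10 min following addition of 50 nM substrate (final), with a 15-min room-temperature compound preincubation.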
BLM helicase inh: blocks DNA unwinding by human BLM helicase | P54132 | recombinant BLM DNA unwinding, fluorescence dequenching | Potency, µM (highest dose often 56.1 µM), for the others: top-dose activity change, negative = inhibition, actives largely listed as inhibitors | 350,000 tested, 0.2% active | AID 2528;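 note: plate controls were vehicle for no effect and no enzyme for full effect; nearly all actives have a fitted effect of over 35% in size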
Target sequence (P54132 whole entry, looked up): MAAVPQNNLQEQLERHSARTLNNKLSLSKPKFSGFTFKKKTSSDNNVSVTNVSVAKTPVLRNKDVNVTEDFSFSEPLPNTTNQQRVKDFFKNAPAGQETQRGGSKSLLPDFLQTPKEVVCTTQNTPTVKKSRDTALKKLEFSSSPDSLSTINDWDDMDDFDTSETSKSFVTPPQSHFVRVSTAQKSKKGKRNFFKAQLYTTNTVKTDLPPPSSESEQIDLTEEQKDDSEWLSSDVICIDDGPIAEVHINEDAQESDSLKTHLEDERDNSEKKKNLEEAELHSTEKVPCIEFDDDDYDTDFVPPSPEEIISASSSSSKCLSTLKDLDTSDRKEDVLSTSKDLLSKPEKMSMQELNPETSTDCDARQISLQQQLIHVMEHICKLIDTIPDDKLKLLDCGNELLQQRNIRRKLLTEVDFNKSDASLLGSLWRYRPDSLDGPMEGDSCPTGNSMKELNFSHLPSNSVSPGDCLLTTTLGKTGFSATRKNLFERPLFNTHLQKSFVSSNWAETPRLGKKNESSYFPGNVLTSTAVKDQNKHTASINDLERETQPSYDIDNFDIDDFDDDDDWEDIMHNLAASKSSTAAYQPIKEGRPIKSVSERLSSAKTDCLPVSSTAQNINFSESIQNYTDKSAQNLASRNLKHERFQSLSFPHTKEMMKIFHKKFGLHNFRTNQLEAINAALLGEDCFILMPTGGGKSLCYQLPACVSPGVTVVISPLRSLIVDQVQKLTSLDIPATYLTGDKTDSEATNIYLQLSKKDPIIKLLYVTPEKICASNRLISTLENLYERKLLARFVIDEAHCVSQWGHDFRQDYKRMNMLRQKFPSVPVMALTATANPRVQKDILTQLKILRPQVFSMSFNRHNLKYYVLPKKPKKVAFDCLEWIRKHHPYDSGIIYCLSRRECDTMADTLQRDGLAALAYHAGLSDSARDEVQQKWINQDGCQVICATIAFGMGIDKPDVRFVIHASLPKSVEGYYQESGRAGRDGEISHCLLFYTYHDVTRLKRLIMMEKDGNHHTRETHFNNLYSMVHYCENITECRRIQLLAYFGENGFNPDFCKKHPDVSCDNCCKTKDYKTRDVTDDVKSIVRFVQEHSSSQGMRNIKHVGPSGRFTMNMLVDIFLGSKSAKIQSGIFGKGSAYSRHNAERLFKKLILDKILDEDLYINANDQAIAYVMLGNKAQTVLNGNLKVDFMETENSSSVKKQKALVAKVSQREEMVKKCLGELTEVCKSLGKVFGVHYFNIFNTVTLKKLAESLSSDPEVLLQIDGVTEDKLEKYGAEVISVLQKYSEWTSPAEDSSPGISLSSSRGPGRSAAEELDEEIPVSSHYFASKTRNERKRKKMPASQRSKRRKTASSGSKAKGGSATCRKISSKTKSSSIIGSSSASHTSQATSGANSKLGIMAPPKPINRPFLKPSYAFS
G9a inh: blocks human histone lysine methyltransferase G9a; Q96KQ7; G9a H3K9 monomethylation, AlphaScreen, 2 h; Potency, µM (doses to about 102 µM), for the others: at the top dose activity, negative = inhibition, most hits filed as inhibitors; 350,000 tested, 8.8% active; AID 504332; note: % is set by controls: 0 for no effect and ±100 for the full control effect; nearly all actives have a fitted effect of over 75% in size
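Using a bead-based AlphaScreen, monomethylated H3K9 product from 2 h room-temperature reactions (G9a 20 nM, peptide 500 nM, SAM 20 uM) was detected with 0.5 ug/mL rabbit anti-H3K9me1 antibody.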
* marks the source's active call; other numbers are inactive results; ? = inconclusive; . = no result given; & = joins results of further samples; [ ] = dose if it differs, or a comment. Calls come from the whole dose curve; as a rule, active = well fitted curve in the direction sought with a large enough effect; inconclusive = small, poorly fitted or top-dose-only effect, or another doubt; inactive = no such curve, though single readings can be large; an effect the other way counts as inactive or inconclusive. Potency is the fitted concentration of half-maximal effect. Only part of the results is shown; count on the stated rates, not on these rows.

Values run as follows: POLB inh, BAZ2B block, APE1 inh, POLH inh, Pol iota inh, Apoferritin bind, POLK inh, BLM helicase inh, G9a inh
> O=C(COC(=O)c1ccco1)NCc1ccc2c(c1)OCO2
 : 2%, 8%, 3%, -11%, 2%, -12%, -5%, -3%, 3%
> O=C(Nc1cccc(-c2ccc(N3CCOCC3)nn2)c1)c1ccc([N+](=O)[O-])cc1
 : ., -6%, -17%, -26%, 19%, ., -13%, ., ?
> CCOC(=O)c1cnc(-c2ccccc2)nc1N(C)C
 : 5%, 9%, -13%, 4%, 2%, -10%, -6%, -1%, 21%[12.7 µM]
> O=C1CCN(Cc2ccccc2)CCN1CCOc1ccccc1
 : -1%, -25%, 35%, -24%, 9%&23%, -8%, -1%&4%, -1%, -4%
> Cc1cccc(OCCOc2ccc(/C=N/NC(=O)Cc3nnc(N)s3)cc2)c1
 : 10%, -5%, -1%, ., ., 3%, ., 1%, -7%[59 µM]
> NC(CC(=O)O)c1cccc(OCc2ccccc2)c1 (stereo not drawn)
 : 0%, -2%, -4%, -2%, 4%, 0%, -9%, -2%, -13%[12.7 µM]
> CC1c2ccccc2CN1CC1=NCCN1 (stereo not drawn)
 : ., ., -5%, ., ., 3%, 0%[19.4 µM], ., ?
> Cc1ccc(C(=O)C(C)OC(=O)c2ccccc2[N+](=O)[O-])cc1 (stereo not drawn)
 : -24%, -35%, -8%, -8%, 5%, 2%, -22%, -9%, -9%[59 µM]
> CC[C@@]12CCCN3CCc4c(n(c5ccccc45)C(=O)C1)[C@H]32
 : ., ., ., ., ., -10%[29.3 µM], 7%[12 µM], -8%[21.4 µM], -22%[0.843 µM]
> CC1CCC2(CC1)NC(=O)N(CC(=O)NCCc1ccc(F)cc1)C2=O (stereo not drawn)
 : ., 13%, 10%, -4%, -10%, ., -6%, ., 20%[59 µM]
> CCc1ccc2[nH]c(=O)c(CN(CCCO)C(=O)NCc3ccccc3)cc2c1
 : 31%, 1%, 1%, -14%, 28%, -9%, 0%, 2%, -14%
> CC1(OC(=O)CCc2ccccc2)C(=O)C=C2C=C(c3ccc(C#N)cc3)N(C(CO)CO)C=C2C1=O (stereo not drawn)
 : 19%, -11%, -3%[12.4 µM], -3%, 43%[activator], 4%, -15%, -4%[12.4 µM], -5%[12.7 µM]
> Cc1cc(NC(=O)CCC(=O)N(c2ccccc2)C(C(=O)NCC2CCCO2)c2cccnc2)no1 (stereo not drawn)
 : 61%, 6%, 12%, -3%, 14%, -5%, -9%, -1%, -6%[2.33 µM]
> O=C(c1ccccc1)c1cc2ccccc2oc1=O
 : 3%, 0%, -3%, -9%, 19%, -2%, -2%, -2%, 11%
> CSc1ccc(CNC(=O)C2Cc3cc(S(=O)(=O)N4CCCC4)ccc3N2C(C)=O)cc1 (stereo not drawn)
 : 82%, -17%, 37%[activator], -10%, -7%, -9%, 2%, 1%, 5%
> COc1ccc(CCNC(=O)CSc2nc3c(c(=O)n(C)c(=O)n3C)n2C)cc1OC
 : -1%, -6%, 8%, -8%, 2%, 7%, -4%, 3%, -6%[59 µM]
> CC(NS(=O)(=O)c1ccc(OCC(=O)N2CCCC2)cc1)c1ccccc1 (stereo not drawn)
 : 24%, 4%, 1%, -11%, 18%, -3%, -9%, -18%, 3%
> CCN1CCN(CC(=O)N/N=C/c2cc(Br)cs2)CC1
 : -3%, 25µM*, -16%, 5%, -5%, 5%, -2%, 1%, .
> Cc1ccc(S(=O)(=O)NC(CC(C)C)C(=O)Nc2ccncc2)cc1 (stereo not drawn)
 : ., 8%, -1%, -16%, 20%, ., 1%, ., -10%
> Cc1ccc(S(=O)(=O)N2CCOCC2)cc1C(=O)OCC(=O)NCCc1ccc(F)cc1
 : ., ., 16%, -1%, 6%, ., -6%, ., .
> COc1ccc(OC)c2c1sc(=NC(=O)CN1C(=O)CCC1=O)n2C
 : 2%, -6%, ?, ., ., -6%, ., -3%, -5%
> N#CC1CC(c2ccccc2)=NN1c1ccccc1[N+](=O)[O-] (stereo not drawn)
 : ?, ., -9%, -10%, -22%, ?, -10%, -10%, ?
> COc1cc(C(O)c2nc3ccccc3n2C)cc(OC)c1OC (stereo not drawn)
 : -1%, -30%, -1%, -9%, 1%, -9%, -3%, 1%, -5%
> Cc1occc1C(=O)N1CCCc2ccccc21
 : 12%, -5%, 2%, -1%, 37%[activator], -12%, -15%, -4%, -38%[59 µM]
> Cc1ccc(Cl)cc1NC(=O)c1ccc(NC(=O)N2CCSc3ncccc32)cc1
 : -1%, -12%, ., -9%, 10%, -2%, -23%, -14%, -11%[59 µM]
> O=S(=O)(c1ccc(NC(=S)N2CCN(c3ccc(O)cc3)CC2)cc1)N1CCOCC1
 : -1%, ., -2%, 1%, 5%, -14%, -15%, -4%, 20µM*
> O=C(NCC(c1cccnc1)N1CCN(c2ccc(F)cc2)CC1)c1ccco1 (stereo not drawn)
 : 4%, -1%, -4%, -12%, -24%, -7%, -9%, -1%, -30%
> Cc1cccc(NC(=O)Cn2c([N+](=O)[O-])cnc2C)c1C
 : -8%, -2%, 1%, ., ., -6%, ., 7%, 15%
> Cc1c(C(=O)NCc2ccccc2)oc2ccc(S(=O)(=O)N3CCC4(CC3)OCCO4)cc12
 : -2%, 7%, -5%, 0%, -7%, -13%, -19%, -8%, 21%[59 µM]
> N#Cc1ccccc1Cn1c(=O)oc2ccccc21
 : 3%, 3%, 2%, -12%, 26%, -6%, 0%, -3%, .
> COc1cccc(N2CCN(C(=O)C3CCCN(S(=O)(=O)c4ccc(Br)s4)C3)CC2)c1 (stereo not drawn)
 : 0%, ?, ., -19%, 28%, 48%[activator], -1%, -5%, -36%[59 µM]
> O=C(O)C1C(C(=O)Nc2ccc(Cl)cc2)C2C=CC1C21CC1 (stereo not drawn)
 : -4%, -25%, -1%, -13%, 10%, -12%, -2%, 1%, -25%
> Cc1cc(C)cc(NC(=O)N2CCC(NC(=O)c3ccccc3C)CC2)c1
 : -11%, 3%, 9%, 3%, 31%[activator], 6%, -6%, -3%, -5%[59 µM]
> CCc1cccc(NC(=O)Nc2cn(C)c(=O)c3ccccc23)c1
 : 30%, 2%, ., 4%, ?, -18%, -12%, -9%, ?
> O=C(Nc1ccccc1)OCc1cncs1
 : -3%, 0%, 5%, -11%, -12%, ?, 4%, -3%, .
> CCCC(NC(=O)Cc1c(C)c2cc3c(C)c(C)oc3c(C)c2oc1=O)C(=O)N[C@@H](Cc1ccccc1)C(=O)O (stereo partly drawn)
 : 28µM*, 50µM*, 21µM*, ?, ?, -12%, ?, -11%, -133%[12.7 µM]
> Cc1ccc(NC(=O)COC(=O)CN2C(=O)NC3(CCCC3)C2=O)cc1S(=O)(=O)N(C)C
 : 23%, 2%, 16%, -1%, 0%, ?, 10%, -6%, 9%
> C=CCSC(=S)Nc1c(C)n(C)n(-c2ccccc2)c1=O
 : 10%, ., -5%, -17%, 59%[activator], -6%, -19%, -1%, -10%
> O=C(O)[C@@H]1CCCN1S(=O)(=O)c1cccc(S(=O)(=O)N2CCC[C@H]2C(=O)O)c1
 : 3%, -6%, 27%, -11%, 23%, -1%, 15%, 1%, ?
> COc1cc(NS(=O)(=O)c2ccc(NC(=O)c3ccc(Cl)cc3Cl)cc2)ncn1
 : -2%, 4%, 22%, -16%, 23%, -18%, -7%, -3%, 69%[activator]
> O=C(CCSCCC(=O)NCc1ccc(F)cc1)NCc1ccc(F)cc1
 : 11%, 3%, ?, ?, 12%, 3%, 4%, -6%, 19%[59 µM]
> CCOc1ccc(-c2cc(CCCC(=O)NCCc3cc(OC)c(OC)c(OC)c3)no2)cc1
 : 3%, -16%, ., -17%, 19%, -11%, -7%, -2%, 0%[59 µM]
> OCC1(Cc2ccccc2)CCN(Cc2cccc(F)c2F)CC1
 : 6%, 1%, 3%, -12%, -15%, -10%, 0%, -2%, 8%
> Cc1ccc2nc(NCCC(=O)O)nc(-c3ccccc3)c2c1
 : 0%, ., 3%, -9%, 24%, 41%[activator], 11%, 2%, -45%

In the list so far, six contain an aryl methoxy group:
Values run as follows: POLB inh, BAZ2B block, APE1 inh, POLH inh, Pol iota inh, Apoferritin bind, POLK inh, BLM helicase inh, G9a inh
> COc1ccc(CCNC(=O)CSc2nc3c(c(=O)n(C)c(=O)n3C)n2C)cc1OC
 : -1%, -6%, 8%, -8%, 2%, 7%, -4%, 3%, -6%[59 µM]
> COc1ccc(OC)c2c1sc(=NC(=O)CN1C(=O)CCC1=O)n2C
 : 2%, -6%, ?, ., ., -6%, ., -3%, -5%
> COc1cc(C(O)c2nc3ccccc3n2C)cc(OC)c1OC (stereo not drawn)
 : -1%, -30%, -1%, -9%, 1%, -9%, -3%, 1%, -5%
> COc1cccc(N2CCN(C(=O)C3CCCN(S(=O)(=O)c4ccc(Br)s4)C3)CC2)c1 (stereo not drawn)
 : 0%, ?, ., -19%, 28%, 48%[activator], -1%, -5%, -36%[59 µM]
> COc1cc(NS(=O)(=O)c2ccc(NC(=O)c3ccc(Cl)cc3Cl)cc2)ncn1
 : -2%, 4%, 22%, -16%, 23%, -18%, -7%, -3%, 69%[activator]
> CCOc1ccc(-c2cc(CCCC(=O)NCCc3cc(OC)c(OC)c(OC)c3)no2)cc1
 : 3%, -16%, ., -17%, 19%, -11%, -7%, -2%, 0%[59 µM]

3 structures already listed, sorted by heavy-atom count, rising:
Values run as follows: POLB inh, BAZ2B block, APE1 inh, POLH inh, Pol iota inh, Apoferritin bind, POLK inh, BLM helicase inh, G9a inh
> CC[C@@]12CCCN3CCc4c(n(c5ccccc45)C(=O)C1)[C@H]32
 : ., ., ., ., ., -10%[29.3 µM], 7%[12 µM], -8%[21.4 µM], -22%[0.843 µM]
> O=C(CCSCCC(=O)NCc1ccc(F)cc1)NCc1ccc(F)cc1
 : 11%, 3%, ?, ?, 12%, 3%, 4%, -6%, 19%[59 µM]
> O=C(NCC(c1cccnc1)N1CCN(c2ccc(F)cc2)CC1)c1ccco1 (stereo not drawn)
 : 4%, -1%, -4%, -12%, -24%, -7%, -9%, -1%, -30%
